Source: PubChem BioAssay
Nrf2 block = Nrf2 qHTS screen for inhibitors | A549 ARE-Fluc reporter, luciferase luminescence, 18-24 h | Potency, µM (highest dose often 46 µM), for inactives: at the top dose activity change, negative = inhibition, hits mostly inhibitors | 360,000 compounds, 2.1% hits; further: potency means the concentration at half of the fitted maximal effect; on the % scale 0 is the no-effect control and ±100 the full control effect; nearly all actives have a fitted effect of over 60% in size
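Reporter: ARE-Fluc in A549. Exposure: 18-24 h, 37 °C, 5% CO2, 5% FBS OPTI-MEM. Readouts: fluorescent cytotoxicity (CellTiter-Fluor), then luminescent Nrf2 signal after BugLite.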
A549 viability = Nrf2 qHTS screen for inhibitors: counterscreen for cytotoxicity; A549 ARE-Fluc cells, CellTiter-Fluor viability, 18-24 h; Potency, µM (doses to about 46 µM), without a hit: at the highest dose activity change, negative = cytotoxicity, actives largely listed as inhibitors; 390,000 compounds, 0.16% hits; AID 504648, 2011; further: potency means the concentration at half of the fitted maximal effect; on the % scale 0 is the no-effect control and ±100 the full control effect
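Cytotoxicity counterscreen: CellTiter-Fluor fluorescence was measured in A549 ARE_Fluc cells after 18-24 h of compound exposure in a concentration series. The subsequent BugLite luminescent read reports ARE-luciferase activity.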
Nrf2 activator = qHTS of Nrf2 Activators; AREc32 ARE-luciferase reporter (MCF7-derived line), luminescence, 24 h; Potency, µM (doses to about 46.1 µM), without a hit: at the top dose activation, hits mostly activators; 410,000 compounds, 0.31% hits; further: potency means the concentration at half of the fitted maximal effect; % of control where 0% means no effect; nearly all actives have a fitted effect of over 65% in size
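ARE activation measured as luciferase luminescence (Steady-Glo, 30 min RT) in AREc32_Fluc cells after 24 hr compound exposure at 37 deg C, 5% CO2; cells seeded overnight at 1000/well in OPTI-MEM, 5% FBS.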
ATXN viability = Viability Counterscreen for Primary qHTS for Inhibitors of ATXN expression | 400,000 compounds, 0.49% hits | Potency, µM (titrated, usually from 56.7 µM), actives largely listed as cytotoxic | S2 cells (HEK-293 line with an ATXN2-luciferase reporter) viability, CellTiter-Fluor protease fluorescence, 24 h; further: potency means the concentration at half of the fitted maximal effect; nearly all actives have a fitted effect of over 40% in size
HepG2 viability = qHTS for Inhibitors of TGF-b: Cytotox Counterscreen; Potency, µM (doses to about 46.1 µM), without a hit: at the top dose activity change, negative = cytotoxicity, hits mostly cytotoxic; AID 588856, 2011; 410,000 compounds, 0.76% hits; HepG2 CAGA-GFP viability, ATP luminescence, 18 h; further: potency means the concentration at half of the fitted maximal effect; some results filed as inactive show a strong effect at the top dose
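CellTiter-Glo luminescence gave cytotoxicity after 18 hours at 37 degrees C. The cells were HepG2 CAGA-GFP in 1% FBS DMEM, stimulated with 500 pg/mL TGF-beta after compound addition. %Activity was normalised to no-cell wells (complete cell-killing) and DMSO (no toxicity), and curves were fitted and classified.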
MCF10A rereplic = A quantitative high throughput screen for small molecules that induce DNA re-replication in MCF 10a normal breast cells; MCF 10A DNA re-replication, Hoechst nuclear intensity, 48 h; Potency, µM (top dose mostly 46.1 µM), inactives show top-dose activity, positive = re-replication, most hits filed as activators; 350,000 compounds, 2.9% hits; AID 624296, 2012; further: potency means the concentration at half of the fitted maximal effect; % of control where 0% means no effect; nearly all actives have a fitted effect of over 50% in size
TGFb inhibitor = qHTS for Inhibitors of TGF-b. Potency, µM (series often up to 46.1 µM), for the others: at the highest dose activity, negative = inhibition, hits mostly inhibitors. 410,000 compounds, 1.2% hits. HepG2 CAGA-GFP TGF-b/SMAD3 reporter, GFP fluorescence, 18 h; TGF-beta stimulated, 500 pg/mL final; further: potency means the concentration at half of the fitted maximal effect; on the % scale 0 is the no-effect control and ±100 the full control effect; nearly all actives have a fitted effect of over 65% in size
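HEPG2 CAGA-GFP, 1000 cells/well; 2 h settle, 37 C; cpd via pin tool; TGF-b 500 pg/mL final; 18 h, 37 C; GFP imaging ex488/em500-530; %Activity normalised to -TGF-b and +DMSO controls; CRC fit, curve class.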
ATXN2 expr inh = Primary qHTS for Inhibitors of ATXN expression; HEK-293 ATXN2-luciferase reporter, luminescence, 24 h; Potency, µM (doses to about 57 µM), for inactives: top-dose activity change, negative = inhibition, usual class: inhibitors; 360,000 compounds, 0.72% hits; AID 1745845, 2022; further: potency means the concentration at half of the fitted maximal effect; on the % scale 0 is the no-effect control and ±100 the full control effect; nearly all actives have a fitted effect of over 55% in size
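qHTS (up to 57 uM final) was run with 24 h compound exposure of reporter cells at 37 °C. Each well was multiplexed: SteadyGlo luminescence measured ATXN2-luciferase expression after a fluorogenic Gly-Phe-AFC viability readout (25 uM final).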
IL1B secr inh = qHTS for Inhibitors of Inflammasome Signaling: IL-1-beta AlphaLISA Primary Screen. activity change, % at 57.5 µM. THP-1 LPS/ATP IL-1B secretion, AlphaLISA, 16 h; active compounds read low. 360,000 compounds, 4.7% hits; in the data active means activity change below about -50%; inconclusive means mostly about -30% to -49%; further: on the % scale 0 is the no-effect control and ±100 the full control effect
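THP-1 cells pretreated 1 hr with compounds (up to 57.5 uM final), then stimulated with LPS (250 ng/mL final) plus ATP (1.25 mM final); secreted IL-1B measured by AlphaLISA after 16 hr, decreased signal indicating inhibition.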
An asterisk follows results filed as active; i = inactive; ? = inconclusive; / = no result given; [ ] = another dose, or the depositor's remark. Unless noted, the call rests on the fitted dose curve; in most records, active means well fitted curve in the direction sought with a large enough effect; inconclusive means small, poorly fitted or top-dose-only effect, or another doubt; inactive means no such curve, though single readings can be large; an effect the other way counts as inactive or inconclusive.

SMILES | Nrf2 block | A549 viability | Nrf2 activator | ATXN viability | HepG2 viability | MCF10A rereplic | TGFb inhibitor | ATXN2 expr inh | IL1B secr inh
COc1ccc(NC(=O)CC2C(=O)N(c3ccccc3)C(=O)N2CCC2=CCCCC2)cc1 (stereo not given) | ? | -19% | 7.0% | i | -14% | / | -27% | 12% | /
Cc1ccc(/C=N/OC(=O)c2nn(C)cc2Cl)cc1 | ? | 3% | 2.1% | i | -6% | -2% | -3% | -1% | 10
COc1ccc(-c2c(-c3ccccc3OC)sc3ccccc23)cc1 | -3% | 9% | 2.4% | i | -8% | ? | 10% | -6% | 7
CCOC(=O)c1ccc(S(=O)(=O)N2CCC(N3CCCCCC3)CC2)cc1 | / | / | -2.1% | ? | 4% | / | 6% | / | -3
Cc1cc(C)c(NC(=O)C(C)(C)C)c(Cl)c1 | 14% | -3% | -0.4% | i | 0% | 2% | -4% | 4% | 11
COc1cc(C(=O)NCCOc2ccccc2)cc(OC)c1OC | 4% | 12% | 2.7% | i | -18% | 2% | 9% | 8% | -15
Cc1ccc(S(=O)(=O)N2CCOC2C(Cl)(Cl)Cl)cc1 (stereo not given) | -8% | 10% | -1.1% | i | -21% | 1% | -20% | -14% | 35
Cc1noc(C)c1C(=O)OC(C)C(=O)c1c[nH]c2ccccc12 (stereo not given) | / | / | -0.6% | i | -8% | / | 2% | / | 5
CCc1noc(C)c1C(=O)Nc1nc(-c2ccccc2)cs1 | ? | 0% | 3.7% | i | -5% | -2% | 0% | 91%[activator] | 61
O=C1CSC(=Nc2ccccc2Cl)N1 | 1% | 3% | -0.2% | i | -57% | 0% | 6% | 23% | 3
O=C(O)c1cc2sccc2s1 | 5% | -2% | -0.7% | i | -1% | ? | 15% | 1% | 12
Cc1ccc(C)c(N2CCN(S(=O)(=O)c3ccc4c(c3)n(C)c(=O)c(=O)n4C)CC2)c1 | 6% | 3% | -1.0% | / | 1% | / | 4% | / | /
Cc1cccc2cc(/C=C3\N=C(c4ccccc4)OC3=O)c(N3CCOCC3)nc12 | 6% | 1% | 0.4% | i | -1% | 2% | ? | -4% | 14
CCN(CC)S(=O)(=O)c1ccc(N2CCOCC2)c(NC(=O)c2ccc(OC)c([N+](=O)[O-])c2)c1 | -14% | -11% | 4.3% | ? | -11% | 0% | -12% | / | -29
COc1ccccc1-c1nnc(SCc2nc3ccccc3[nH]2)n1C | 6% | -6% | 0.5% | i | -6% | 29% | 0% | 6% | -6
COC(=O)c1ccc(CNC(=O)COC(=O)/C=C/c2cccc(OC)c2)cc1 | / | / | 1.0% | i | -5% | / | -2% | / | 0
COc1ccc(NC(=O)Cn2c(=O)oc3cc(S(=O)(=O)N4CCCC4)ccc32)c(OC)c1 | -12% | -3% | -1.1% | i | 0% | -1% | 3% | -5% | 11
C=C1C(=O)[C@]23C[C@H]1CC[C@H]2[C@]1(C)[C@@H](OC(C)=O)CC[C@@](C)(C(=O)O)[C@H]1C[C@@H]3OC(C)=O | / | / | 0.1% | ? | -85% | / | 10µM* | 18µM* | -99*
COc1ccc(/C=C2\SC(=Nc3ccccc3Cl)NC2=O)c(OC)c1 | / | / | -0.6% | ? | -14% | / | -11% | / | -52*
CCOc1cccc(OCCCCn2cnc3ccccc3c2=O)c1 | -2% | -1% | -0.7% | i | -33% | -1% | ? | -12% | 37
CCc1c(C(=O)NNC(=S)NC2CCCCC2)csc1C | ? | -5% | 4.4% | i | -18% | -22% | -9% | 2% | -7
C[C@H](CO)N1C[C@H](C)[C@@H](CN(C)Cc2cccc(C(=O)O)c2)Oc2cc(Br)ccc2S1(=O)=O | / | / | -0.6% | i | 7% | / | 15% | -5% | 13
Cn1nc(C(=O)OCC(=O)NCCc2ccccc2)c2ccccc2c1=O | 0% | 6% | -0.5% | i | -7% | 0% | 3% | -5% | 25
Cc1ccc(S(=O)(=O)CC(=O)Nc2ccccn2)cc1 | -20% | 1% | 2.6% | i | -6% | 5% | -3% | 16% | 27
Cc1c(C(=O)NCc2ccccc2Br)oc2ccc3c(c12)C(=O)CC(C)(C)O3 | ? | 1% | 5.1% | / | 0% | / | / | / | /
Following part:
SMILES | Nrf2 block | A549 viability | Nrf2 activator | ATXN viability | HepG2 viability | MCF10A rereplic | TGFb inhibitor | ATXN2 expr inh | IL1B secr inh
Cc1nc(-c2ccc3c(c2)OCCCO3)cs1 | ? | -1% | 3.0% | ? | 5% | 1% | -13% | 14% | 10
COc1ccc(CCNC(=O)C2CCN(C(=O)N(C)C)CC2)cc1OC | 13% | 11% | -0.6% | i | -4% | ? | 0% | 5% | 5
CCN(CC(=O)Nc1ccc(NC(C)=O)cc1)C(=O)C1CCC1 | 2% | 1% | -0.9% | i | -3% | -20% | -1% | -4% | 15
COc1cc2[nH]c(=O)n(CCCCCC(=O)NCCCN3CCOCC3)c(=O)c2cc1OC | 1% | -2% | 0.5% | ? | -4% | -2% | -3% | -7% | 15
Clc1ccc(-c2n[nH]c3c2CCCC3)cc1 | 7% | -2% | 4.5% | i | -31% | ? | ? | 19% | 0
Cc1nnc2sc(-c3csc4c3CCCC4)nn12 | ? | 2% | 6.0% | i | -38% | ? | 0% | 3% | 23
CCOC(=O)COc1nc2c(c(-c3ccco3)c1C#N)CCc1ccccc1-2 | 4% | -1% | 3.5% | i | -10% | 5% | 10% | -9% | 29
CCn1nc(C(=O)Nc2ccc(N3CCOCC3)cc2)c2ccccc2c1=O | ? | -1% | 1.2% | i | -2% | 4% | 18% | / | -18
CC1(C)Cc2c(cnn2-c2ccccc2)C(NC(=O)CCc2ccncc2)C1 (stereo not given) | -27% | 6% | 1.0% | i | -7% | ? | -2% | -1% | i
O=c1cc(C(F)(F)F)[nH]c2c(C(F)(F)F)cccc12 | 18µM* | ? | 0.1% | ? | -35% | ? | ? | ? | 5
O=C1COc2ccc(C(=O)COC(=O)c3cc(S(=O)(=O)NCc4ccccc4)ccc3O)cc2N1 | -6% | -3% | -1.5% | ? | -55% | ? | ? | / | 9
CN(C)c1ccccc1C(=O)N1CCCC(C(=O)c2ccc3ccccc3c2)C1 (stereo not given) | ? | -17% | 3.8% | ? | -24% | ? | ? | ? | -8
COc1ccc(-n2nc(C(=O)c3cccs3)cc(-c3nc4ccccc4[nH]3)c2=N)cc1 | 10% | 4% | 0.3% | ? | -26% | 7% | 20% | ? | ?
CCCC(=O)Nc1ccccc1NC(C)=O | -6% | 1% | -0.6% | i | -10% | 2% | 1% | -1% | 0
COc1ccc(NC(=O)CSc2nnc(-c3cccs3)n2Cc2ccco2)cc1OC | / | 0% | 0.3% | i | -14% | -19% | 0% | -31% | -2
Cc1cn2c(=O)cc(COc3ccc(NC(=O)c4ccccc4C)cc3)nc2s1 | 26% | 7% | -0.5% | i | -1% | / | -49% | 2% | /
O=C(c1cncs1)N1CCCC(CNS(=O)(=O)c2cccs2)C1 (stereo not given) | 7% | -1% | -0.4% | i | 2% | 0% | -6% | 4%[11.3 µM] | 11
O=C(COC(=O)c1ccc(OC(F)(F)F)cc1)Nc1ncccn1 | -14% | -8% | 2.2% | i | -14% | -4% | -5% | -5% | 4
COc1ccc(N(CC(=O)Nc2ccc3c(c2)OCCO3)S(=O)(=O)c2cccnc2)cc1 | -8% | 6% | 0.1% | i | 8% | 6% | 30%[activator] | -25% | -16
CCCOC(=O)c1c(NC(=O)c2nc3ncccn3n2)sc(C(N)=O)c1C | 12% | -2% | 0.7% | / | 5% | / | 11% | 6% | /
COCC(C)n1c(C)cc(C(=O)COc2ccc(C)nc2[N+](=O)[O-])c1C (stereo not given) | ? | 5% | 1.0% | i | 4% | 8% | 2% | ? | 39
CCOC(=O)C1=C(CN2CCCCC2)NC(=O)NC1c1ccc(OC)cc1 (stereo not given) | 1% | 9% | -0.4% | / | -24% | / | ? | / | /
COc1ccc(CN2CCCCC2c2cccnc2)c(OC)c1C (stereo not given) | 7% | 3% | -0.2% | i | -3% | -6% | -12% | -2% | 19
O=C1C(c2ccc(F)cc2)N(CCc2ccccc2)C(=O)CN1C1CCCCC1 (stereo not given) | / | 5% | -0.3% | i | -6% | / | -11% | 0% | /
COc1ccc(/C=N/NC(=O)c2ccccc2O)cc1COc1ccccn1 | 4% | 0% | -0.3% | i | -7% | 9% | -1% | -10% | 17
COc1ccc(-c2nc3ccccc3o2)cc1OC | 27% | -5% | 24% | i | -25% | 3% | 21% | 44%[activator] | 13
COc1ccc(-n2c(C)nnc2SCC(=O)N2C(C)CCCC2C)cc1 (stereo not given) | 8% | 14% | 0.1% | i | 3% | ? | 5% | 7% | 20
O=C(Nc1ccc2oc(-c3ccccc3F)nc2c1)c1ncn[nH]1 | ? | -1% | 2.8% | i | -61% | 3% | 10% | / | -7
Cc1cccc(S(=O)(=O)N(C)C[C@H]2OCc3cn(nn3)CCCC(=O)N([C@@H](C)CO)C[C@@H]2C)c1 | / | / | -0.9% | i | 4% | / | 15% | 1% | 31
CCN(CC)S(=O)(=O)c1cc([N+](=O)[O-])ccc1NNC(=O)Nc1ccccc1OC | -5% | -19% | 5.6% | i | -22% | 29% | -13% | 1% | -21

Two compounds picked at random from the list so far:
SMILES | Nrf2 block | A549 viability | Nrf2 activator | ATXN viability | HepG2 viability | MCF10A rereplic | TGFb inhibitor | ATXN2 expr inh | IL1B secr inh
COc1ccc(-n2nc(C(=O)c3cccs3)cc(-c3nc4ccccc4[nH]3)c2=N)cc1 | 10% | 4% | 0.3% | ? | -26% | 7% | 20% | ? | ?
COc1ccc(/C=N/NC(=O)c2ccccc2O)cc1COc1ccccn1 | 4% | 0% | -0.3% | i | -7% | 9% | -1% | -10% | 17
